Screens as filed in PubChem.
AmpC no deterg = AmpC beta-lactamase inhibition without detergent; P00811; AmpC nitrocefin hydrolysis, absorbance 480 nm, 0.0001% Triton; Potency, µM (series often up to 57.1 µM), for the others: at the top dose activity change, negative = inhibition, usual class: inhibitors; 330,000 tested, 0.52% active; AID 485341;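 also: potency is read from the fitted curve at half-maximal effect; plate controls were no compound for no effect and no enzyme for full effect; nearly all actives have a fitted effect of over 20% in size; some results filed as inactive show a strong effect at the top dose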
Target sequence (P00811 whole entry, looked up): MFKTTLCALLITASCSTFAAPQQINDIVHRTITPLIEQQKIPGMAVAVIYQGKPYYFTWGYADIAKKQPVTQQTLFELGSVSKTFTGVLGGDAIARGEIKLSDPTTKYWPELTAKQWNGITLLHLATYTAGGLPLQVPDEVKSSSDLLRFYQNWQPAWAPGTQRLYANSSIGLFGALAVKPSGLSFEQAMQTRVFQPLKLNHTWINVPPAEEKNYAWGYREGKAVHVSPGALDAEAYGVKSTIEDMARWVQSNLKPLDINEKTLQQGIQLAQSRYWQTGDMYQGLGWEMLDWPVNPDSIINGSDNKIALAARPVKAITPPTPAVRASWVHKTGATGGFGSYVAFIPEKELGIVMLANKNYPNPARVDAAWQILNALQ
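20 mM phosphate pH 7.0 + 0.01% (detergent screen) or 0.0001% Triton X-100; 5.3 nM AmpC reagent; cpd preinc 15 min RT; nitrocefin (800 uM stock) to start; A480 q20 s × 4 min; Activity was normalised to no-enzyme and no-compound control wells.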
Giardia FBPA inh = inhibitors of Giardia lamblia fructose-1,6-bisphosphate aldolase. 290,000 tested, 0.71% active. A8B2U2. purified Giardia FBPA. Potency, µM (highest dose often 59.6 µM), without a hit: at the highest dose activity, negative = inhibition, hits mostly inhibitors; also: potency is read from the fitted curve at half-maximal effect; nearly all actives have a fitted effect of over 55% in size
Target sequence (A8B2U2 whole entry, looked up): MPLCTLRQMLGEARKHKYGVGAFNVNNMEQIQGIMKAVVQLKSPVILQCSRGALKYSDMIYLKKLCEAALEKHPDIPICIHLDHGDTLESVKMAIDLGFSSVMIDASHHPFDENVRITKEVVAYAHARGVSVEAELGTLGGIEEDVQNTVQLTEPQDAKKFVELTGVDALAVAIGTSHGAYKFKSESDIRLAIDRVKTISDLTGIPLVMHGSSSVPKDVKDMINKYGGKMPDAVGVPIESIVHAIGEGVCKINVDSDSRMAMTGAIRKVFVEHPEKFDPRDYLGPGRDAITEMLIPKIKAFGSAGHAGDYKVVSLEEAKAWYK
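Giardia FBPA (40 nM reagent) was preincubated 10 min at RT with compound (up to 57.5 uM final), then substrate plus GAPDH/TPI/NAD/arsenate coupling system with diaphorase/resazurin was added; resorufin fluorescence (525/598 nm) was read after 20 min.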
AmpC inh detg = AmpC beta-lactamase inhibition with detergent present; 370,000 tested, 0.041% active; Potency, µM (titrated, usually from 114 µM), without a hit: at the highest dose activity change, negative = inhibition, most hits filed as inhibitors; AmpC hydrolysis of nitrocefin, absorbance 480 nm, 0.01% Triton; P00811;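 also: potency is read from the fitted curve at half-maximal effect; 0% = no-compound wells and -100% = no-enzyme wells; nearly all actives have a fitted effect of over 25% in size; some results filed as inactive show a strong effect at the top dose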
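20 mM phosphate pH 7.0 + 0.01% (detergent screen) or 0.0001% Triton X-100; 5.3 nM AmpC reagent; cpd preinc 15 min RT; nitrocefin (800 uM stock) to start; A480 q20 s × 4 min; Activity was normalised to no-enzyme and no-compound control wells.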
HCV inh = HCV inhibition | Huh7.5.1 HCVcc-Cre infection, luciferase reporter, 44 h | Potency, µM (doses to about 41.8 µM), inactives show at the top dose activity change, negative = inhibition, usual class: inhibitors | 340,000 tested, 3.4% active | AID 651820; also: potency is read from the fitted curve at half-maximal effect
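Infectious HCVcc-Cre (~0.5 moi) was added to cells just after compound, with cells seeded 4 h earlier at 1,000 per well. Luciferase activity after 44 h culture reported infection; substrate was incubated 15 min at room temperature before reading.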
Sm TGR inh = blocks Schistosoma mansoni thioredoxin glutathione reductase. Q962Y6. purified TGR, DTNB reduction, TNB absorbance 405 nm. Potency, µM (doses to about 114 µM), without a hit: top-dose activity change, negative = inhibition, actives largely listed as inhibitors. 360,000 tested, 3% active. AID 485364; also: potency is read from the fitted curve at half-maximal effect; nearly all actives have a fitted effect of over 60% in size
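First, TGR (20 nM dispensed) and NADPH were mixed with compound. Second, a 15 min room-temperature incubation followed. Third, further NADPH and then DTNB were added to start the reaction. Finally, TNB absorbance was monitored kinetically.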
HCMV antiviral = human cytomegalovirus inhibition | HFF cells, HCMV-luciferase reporter, 72 h; active compounds read low | activity change, negative = inhibition, % at 57.5 µM | 410,000 tested, 4.5% active | AID 1259415; in the data active = activity change below about -60%; inconclusive = no clear call, values can overlap the other calls; inactive = above about -39%
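Two compound doses tested in HFFs infected with HCMV-luciferase, MOI 1 PFU/cell, 72 h at 37C. Lysate luminescence read with OneGlo; data normalized against buffer-only and 10uM Salinomycin inhibitor controls.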
The depositor's hits bear a star; ? = inconclusive; / = not tested or not shown; & = joins results of further samples; [ ] = another dose, or the depositor's remark. Unless noted, calls follow the shape of the dose curve; as a rule, active = well fitted curve in the direction sought with a large enough effect; inconclusive = small, poorly fitted or top-dose-only effect, or another doubt; inactive = no such curve, though single readings can be large; an effect the other way counts as inactive or inconclusive. Unless noted, % is scaled to controls: 0 for no effect and ±100 for the full control effect.

Screens in order: AmpC no deterg | Giardia FBPA inh | AmpC inh detg | HCV inh | Sm TGR inh | HCMV antiviral
CC1(C)C(c2cccs2)=[N+]([O-])C2(CCCCC/C2=N\NC(N)=O)N1O (configuration not stated)
  -11% | -2% | ? | 14% | 0% | 25
Cn1cccc1/C=C1\SC(=O)N(CC(=O)Nc2ccc(F)cc2)C1=O
  -18% | 12% | -8% | -23% | 5% | -3
O=C(NC1CCCc2c1cnn2-c1cc(F)cc(F)c1)c1ccncc1 (configuration not stated)
  82%[activator] | / | 1% | ? | 0% | -22
COC(=O)c1ccc(NC(=O)CN2CCN(c3ccccc3)CC2)cc1
  9% | 6% | 1% | 12% | -31% | 35
COc1ccc(N2CCN(S(C)(=O)=O)CC2)cc1
  2% | 2% | 1% | 7% | -17% | 52
S=c1[nH]cc(-c2ccccc2)n1-c1ccccc1
  -7% | -5% | 0% | 15% | -14% | 31
COc1ccc(-c2nc3c4ccccc4n(CC(=O)Nc4ccc(C(C)=O)cc4)c(=O)n3n2)cc1
  / | / | 4% | / | 13% | 29
O=C(COc1ccc(Cl)cc1)Nc1ccc(C(=O)OCc2cc(=O)n3ccsc3n2)cc1
  / | / | -9% | / | 6% | 11
O=C(NC1CCCCC1)C(c1ccco1)N(C(=O)c1csnn1)c1cccc(F)c1 (configuration not stated)
  0% | -2% | 0% | 7% | 9% | ?
CC(OC(=O)c1cccc(-n2cnnn2)c1)C(=O)Nc1ccc(F)cc1Cl (configuration not stated)
  0% | / | 0% | ? | -3% | -1
CC(C(=O)OCC(=O)N1CCCCC1)N1C(=O)c2ccccc2C1=O (configuration not stated)
  -8% | / | / | 22% | / | 33
COC(=O)c1ccc(C2/C(=C(\O)c3ccc4c(c3)OCCO4)C(=O)C(=O)N2CCCN(C)C)cc1 (configuration not stated)
  -24% | 1% | ? | 4% | -23% | 9
COC(=O)COc1ccc(S(=O)(=O)Nc2ccc(C(N)=O)cc2)cc1Cl
  -10% | 26% | ? | 3% | 0% | -5
CCc1cccc(CC)c1NC(=O)CO/N=C(\C)c1cccs1
  9% | 7% | 5% | 12% | 3% | -15
CC(=O)Nc1ccc2nc(NC(=O)C(Cl)(Cl)Cl)sc2c1
  -11% | 12% | 6% | 26% | -19% | 23

By substructure, the compounds so far containing a Cl atom (4)
Screens in order: AmpC no deterg | Giardia FBPA inh | AmpC inh detg | HCV inh | Sm TGR inh | HCMV antiviral
O=C(COc1ccc(Cl)cc1)Nc1ccc(C(=O)OCc2cc(=O)n3ccsc3n2)cc1
  / | / | -9% | / | 6% | 11
CC(OC(=O)c1cccc(-n2cnnn2)c1)C(=O)Nc1ccc(F)cc1Cl (configuration not stated)
  0% | / | 0% | ? | -3% | -1
COC(=O)COc1ccc(S(=O)(=O)Nc2ccc(C(N)=O)cc2)cc1Cl
  -10% | 26% | ? | 3% | 0% | -5
CC(=O)Nc1ccc2nc(NC(=O)C(Cl)(Cl)Cl)sc2c1
  -11% | 12% | 6% | 26% | -19% | 23

(cont.)
Screens in order: AmpC no deterg | Giardia FBPA inh | AmpC inh detg | HCV inh | Sm TGR inh | HCMV antiviral
Cc1ccc(C)c(OCC(=O)Nc2cc(C(=O)O)cc(C(=O)O)c2)c1
  -20% | 3% | 13% | 12% | 5% | -21
Cc1nnc(SCC(=O)NC2CC2)n1CC1CCCO1 (configuration not stated)
  -10% | 5% | -5% | 15% | -16% | ?
CN1CCN(c2nc(-c3ccccc3)c3cc(Cl)ccc3n2)CC1
  2% | 6% | 0% | -13% | 7% | 10
CC(C)(C)OC(=O)NCCCCCNC(=O)c1nc[nH]c1C(=O)N1CCN(c2ccccc2)CC1
  129%[activator] | / | / | 7% | / | -29
O=C(/C=C/c1ccc(F)cc1)OCC(=O)c1ccc[nH]1
  -23% | / | -15% | 19% | -1% | -12
O=C(NN1C(=O)c2ccccc2NC1c1ccccn1)c1ccc([N+](=O)[O-])cc1 (configuration not stated)
  -14% | 6% | ? | 30% | -2% | -32
COC(=O)c1cccc(NC(=O)Cc2ccccc2[N+](=O)[O-])c1C
  -3% | 0% | -12% | 8% | -3% | 16
CCn1c(SCC(=O)Nc2ccc(N3CCOCC3)c(Cl)c2)nnc1-c1ccc(N)cc1
  40% | -12% | ? | -27% | 2% | -31
CC(=O)c1cccc(N2C(=NC(=O)C(C)C)SC3CS(=O)(=O)CC32)c1 (configuration not stated)
  -10% | 4% | ? | 11% | 1% | 33
CSC1=NCCN1C(=O)c1ccc(C)cc1
  -10% | 0% | ? | -10% | 9% | -39
CCn1c(SCc2ccc([N+](=O)[O-])cc2)nnc1C(C)NC(=O)c1ccccc1Br (configuration not stated)
  -14% | 2% | 2% | -7% | 2% | ?
COc1ccc(NC(=O)COc2ccc(C)nc2[N+](=O)[O-])cc1S(N)(=O)=O
  -13% | / | -4% | 8% | -5% | -4
COc1ccc([C@H]2CC(=O)C=C(c3ccc(OC)c(OC)c3)C2)cc1
  105%[activator] | / | 5% | ? | -25% | -5
CS(=O)(=O)c1ccc2nc(NC(=O)c3cccc(Cl)c3)sc2c1
  -16% | 0% | -3% | ? | 7% | -22
CCOC(=O)COc1ccc(S(=O)(=O)N2CCN(c3ccccc3F)CC2)cc1
  9% | -1% | ? | -1% | -30% | 11
CCCn1c(/C=C/c2ccccc2)nc2ccccc21
  -38% | -19% | 0%&-1% | ? | -116%&-1% | 79&77
COc1ccccc1-n1c(C)c2c(OC)cccc(=O)c2c1C
  ? | -11% | -8% | -8% | -14% | -32
N/C(=N\OC(=O)CSc1ccccc1)c1cccc([N+](=O)[O-])c1
  -20% | -1% | ? | -9% | -17% | 29
CCN(CC)C(=O)c1sc2c(c1C)c(=O)n(-c1ccc(C)c(C)c1)c(=O)n2CC(=O)Nc1ccc(OC)cc1OC
  / | / | -4% | / | -6% | -3
O=C(Nc1ccccc1)NC1(C(=O)NCCCN2CCOCC2)CCCCC1
  -8% | 2% | -21% | -5% | -32% | 80
NC(=O)N/N=C\c1cccs1
  -14% | 0% | 3% | 4% | 6% | 6
COc1ccccc1C(=O)Nc1nc2cc3c(cc2s1)OCO3
  -3% | -5% | 6% | 1% | 5% | /
COc1ccc(OC)c(-n2nnc3c(sc4nc(C)c(Br)c(C)c43)c2=O)c1
  / | / | -2% | / | 0% | -9
CCCCCOC(=O)Cn1c(=O)oc2ccccc21
  -3% | -15% | -8% | 10% | -8% | -25
CCn1c(SCC(=O)NC2CCCCC2)nc2c(c1=O)SC(C)C2 (configuration not stated)
  -18% | 2% | -8% | 2% | 6% | -30
CSc1nc(N)c(C(=O)Nc2ccc([N+](=O)[O-])cc2)s1
  -10% | 5% | -2% | 2% | ? | -23
CCCOc1ccc(N2C(=O)CC(N(CCc3ccc(OC)c(OC)c3)C(=O)c3ccccc3)C2=O)cc1 (configuration not stated)
  134%[activator] | 0% | -1% | ? | 6% | -36
O=C(CN1C(=O)CN=C(c2ccccc2)c2ccccc21)Nc1cccc(C(F)(F)F)c1
  / | / | 3% | / | -1% | -1
CN(C)c1ccc(C=NCCC2(c3ccccc3)CCOC(C)(C)C2)cc1 (configuration not stated)
  53% | -4% | -4% | 8% | 5% | 0
O=C(CC1SC(=Nc2ccccc2)N(Cc2ccccn2)C1=O)Nc1ccc(Br)cc1 (configuration not stated)
  0% | -9% | 3% | ? | 0% | 7
C=CCSc1nc2nc(C)cc(C)n2n1
  -17% | -7% | ? | ? | -11% | -4
CSc1cccc(NC(=O)C2CCCN(S(=O)(=O)c3ccc4c(c3)CCCN4C(C)=O)C2)c1 (configuration not stated)
  / | / | -4% | / | -1% | ?
C=CCn1c(-c2ccccc2[N+](=O)[O-])n[nH]c1=S
  -28% | -22% | -1% | 4% | 5% | -35
CC(C)=CCN1CC[C@@]2(C)c3cc(O)ccc3C[C@@H]1C2C (some centres not stated)
  -30% | / | / | ? | / | 7
NC(=O)CCCn1c(C(=O)c2ccc(Cl)cc2)c2ccc(C(F)(F)F)cc2[n+]1[O-]
  -5% | / | -11% | 20% | -3% | 22
O=S(=O)(c1cccc(S(=O)(=O)N2CCCC2)c1)c1cccc(S(=O)(=O)N2CCCC2)c1
  -12% | 8% | -4% | 2% | -15%[11.4 µM] | ?
CC(=O)c1cccc(NC(=O)c2ccc3c(c2)CCCC3)c1
  -13% | -13% | -7% | 11µM* | 8% | 121
N#CCCn1c(C2CCCCC2)nc2ccccc21
  -34% | 0% | ? | 7% | 10% | 0
CCC(CO)Nc1ncc([N+](=O)[O-])cc1C#N (configuration not stated)
  -12% | 19% | -3% | 1% | 3% | -22
CC(=O)Nc1ccc(S(=O)(=O)Oc2cccc(N3C(=O)C4CC=CCC4C3=O)c2)cc1 (configuration not stated)
  10% | 7% | -7% | -29% | -9% | -25
O=C(Nc1ccccc1N1CCCCC1)C1CCN(S(=O)(=O)c2cccc(C(F)(F)F)c2)CC1
  -8% | / | ? | ? | 4% | -39
O=c1c2ccccc2nc(/C=C\c2ccccc2F)n1-c1ccc(O)cc1
  / | / | -6% | / | -4% | -30
CCN1CCc2c(C#N)c(N3CCOCC3)nc(NCCO)c2C1
  -18% | -14% | ? | 3% | 5% | -3
COc1ccc(-c2cc(C(=O)N3CCN(C(c4ccccc4)c4ccccc4)CC3)no2)cc1OC
  60% | -1% | 0% | ? | 5% | 6
O=C(NC1CCCCC1)C(c1ccncc1)N(C(=O)Cc1cccs1)c1ccccc1 (configuration not stated)
  -9% | 5% | -9% | 19% | 2%[57.1 µM] | -2
Cc1[nH]n(-c2ccccc2)c(=O)c1C(C[N+](=O)[O-])c1ccc(F)cc1 (configuration not stated)
  -47% | ? | -10% | 1% | -18% | 14
CC(C)N=C1NN=C(c2cccs2)C(CC(=O)O)S1 (configuration not stated)
  -32% | -29% | -4% | -5% | 16µM* | -27
O=C(Nc1ccc2c(c1)OCO2)c1c[nH]c(=O)n(-c2ccc(F)cc2)c1=O
  -38% | -7% | -6% | / | -9% | 49
COc1ccc(Cc2nnc(N)s2)cc1OC
  -11% | -14% | 3% | 14% | -16% | 9

Three compounds already listed, sorted by heavy-atom count, rising.
Screens in order: AmpC no deterg | Giardia FBPA inh | AmpC inh detg | HCV inh | Sm TGR inh | HCMV antiviral
COc1ccc(Cc2nnc(N)s2)cc1OC
  -11% | -14% | 3% | 14% | -16% | 9
Cc1[nH]n(-c2ccccc2)c(=O)c1C(C[N+](=O)[O-])c1ccc(F)cc1 (configuration not stated)
  -47% | ? | -10% | 1% | -18% | 14
O=C(NC1CCCCC1)C(c1ccncc1)N(C(=O)Cc1cccs1)c1ccccc1 (configuration not stated)
  -9% | 5% | -9% | 19% | 2%[57.1 µM] | -2

Quoted at random: 4 entries already listed.
Screens in order: AmpC no deterg | Giardia FBPA inh | AmpC inh detg | HCV inh | Sm TGR inh | HCMV antiviral
CS(=O)(=O)c1ccc2nc(NC(=O)c3cccc(Cl)c3)sc2c1
  -16% | 0% | -3% | ? | 7% | -22
COc1ccc([C@H]2CC(=O)C=C(c3ccc(OC)c(OC)c3)C2)cc1
  105%[activator] | / | 5% | ? | -25% | -5
CCC(CO)Nc1ncc([N+](=O)[O-])cc1C#N (configuration not stated)
  -12% | 19% | -3% | 1% | 3% | -22
CC(=O)Nc1ccc2nc(NC(=O)C(Cl)(Cl)Cl)sc2c1
  -11% | 12% | 6% | 26% | -19% | 23
